# EPAC1 antagonist: qHTS for Antagonist of cAMP-regulated guanine nucleotide exchange factor 3 (EPAC1): primary screen. EPAC1 GEF assay, Rap1b-BODIPY-GDP exchange fluorescence. Potency, µM (doses to about 115 µM), for inactives: at the top dose activity change, negative = inhibition, usual class: inhibitors. 360,000 tested, 0.14% active;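 note: potency is the fitted concentration of half-maximal effect; plate controls were vehicle for no effect and positive control for full effect; nearly all actives have a fitted effect of over 50% in size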
# WRN inhibitor: qHTS for Inhibitors of WRN Helicase; WRN helicase unwinding, fluorescent forked duplex, kinetic; Potency, µM (titrated, usually from 114 µM), for inactives: at the top dose activity change, negative = inhibition, most hits filed as inhibitors; AID 651768, 2012; 360,000 tested, 0.46% active; Bifunctional 3'-5' exonuclease/ATP-dependent helicase WRN (Homo sapiens), Q14191; note: potency is the fitted concentration of half-maximal effect; % is set by controls: 0 for no effect and ±100 for the full control effect; nearly all actives have a fitted effect of over 55% in size
#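 WRN at 20 nM final was preincubated with compound for 15 min at room temperature; reaction started with 100 nM forked duplex oligonucleotide carrying fluorophore and quencher plus 2 mM ATP (final). Unwinding followed kinetically by red fluorescence (ex 525/em 598 nm).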
# PI5P4Ka inh: qHTS for Inhibitors of phosphatidylinositol 5-phosphate 4-kinase (PI5P4K); max response, %; PI5P4Kalpha enzyme, ADP-Glo luminescence, 60 min; stronger effect = lower value; Phosphatidylinositol 5-phosphate 4-kinase type-2 alpha (Homo sapiens), P48426; 330,000 tested, 1.2% active; active = max response of -50% or lower; inconclusive = between -30% and -50%; inactive = -30% or higher; note: value at the top dose of about 77 µM; % is set by controls: 0 for no effect and ±100 for the full control effect
#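 Compounds were pin-transferred onto PI5P4Kalpha and substrate in HEPES pH 7.4 buffer with EGTA, CHAPS and 5% DMSO. ATP (5 microM final) started the reaction, which ran 60 minutes at room temperature before ADP-Glo detection.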
# EPAC1 agonist: qHTS for Agonist of cAMP-regulated guanine nucleotide exchange factor 3 (EPAC1): primary screen. 360,000 tested, 0.073% active. EPAC1 agonist qHTS, biochemical assay; response scale: 100% = response to 6.5 mM cAMP. Potency, µM (titrated, usually from 154 µM), for the others: at the top dose activation, actives largely listed as activators; note: potency is the fitted concentration of half-maximal effect; nearly all actives have a fitted effect of over 60% in size
#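 Read-out is the fluorescence drop as BODIPY-GDP leaves Rap1B (480 nm excitation, 540 nm emission), recorded every 5 minutes over 30 minutes. Reactions held 100 nM EPAC1, 250 nM Rap1B–BODIPY-GDP and 50 uM GDP, with 6.5 mM cAMP setting full activation.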
# CCT modulator: High-Throughput Screening for Modulators of Cytosolic Chaperonin Activity; purified chaperonin ATPase assay, HTRF ADP detection, 30 min; activity change, % (no concentration beside the values), hits read low; 360,000 tested, 0.3% active; in the data active = activity change below about -30%; note: % is set by controls: 0 for no effect and ±100 for the full control effect
#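 First, chaperonin was dispensed at 40 nM or 20 nM final depending on batch activity. Next, compounds were pinned at 76 uM and ATP added at 10 uM. After 30 min at 37 °C, ADP detection reagents ran 30 min at ambient temperature.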
# EPAC2 ag: qHTS for Agonist of cAMP-regulated guanine nucleotide exchange factor 4 (EPAC2): primary screen; Rap guanine nucleotide exchange factor 4 (Homo sapiens), Q8WZA2; EPAC2 activation, biochemical qHTS; response scale: 100% = 6.5 mM cAMP response; Potency, µM (titrated, usually from 154 µM), for inactives: at the top dose activation, actives largely listed as activators; 360,000 tested, 0.079% active; AID 720711, 2013; note: potency is the fitted concentration of half-maximal effect; nearly all actives have a fitted effect of over 50% in size
# Target sequence (Q8WZA2 whole entry, looked up): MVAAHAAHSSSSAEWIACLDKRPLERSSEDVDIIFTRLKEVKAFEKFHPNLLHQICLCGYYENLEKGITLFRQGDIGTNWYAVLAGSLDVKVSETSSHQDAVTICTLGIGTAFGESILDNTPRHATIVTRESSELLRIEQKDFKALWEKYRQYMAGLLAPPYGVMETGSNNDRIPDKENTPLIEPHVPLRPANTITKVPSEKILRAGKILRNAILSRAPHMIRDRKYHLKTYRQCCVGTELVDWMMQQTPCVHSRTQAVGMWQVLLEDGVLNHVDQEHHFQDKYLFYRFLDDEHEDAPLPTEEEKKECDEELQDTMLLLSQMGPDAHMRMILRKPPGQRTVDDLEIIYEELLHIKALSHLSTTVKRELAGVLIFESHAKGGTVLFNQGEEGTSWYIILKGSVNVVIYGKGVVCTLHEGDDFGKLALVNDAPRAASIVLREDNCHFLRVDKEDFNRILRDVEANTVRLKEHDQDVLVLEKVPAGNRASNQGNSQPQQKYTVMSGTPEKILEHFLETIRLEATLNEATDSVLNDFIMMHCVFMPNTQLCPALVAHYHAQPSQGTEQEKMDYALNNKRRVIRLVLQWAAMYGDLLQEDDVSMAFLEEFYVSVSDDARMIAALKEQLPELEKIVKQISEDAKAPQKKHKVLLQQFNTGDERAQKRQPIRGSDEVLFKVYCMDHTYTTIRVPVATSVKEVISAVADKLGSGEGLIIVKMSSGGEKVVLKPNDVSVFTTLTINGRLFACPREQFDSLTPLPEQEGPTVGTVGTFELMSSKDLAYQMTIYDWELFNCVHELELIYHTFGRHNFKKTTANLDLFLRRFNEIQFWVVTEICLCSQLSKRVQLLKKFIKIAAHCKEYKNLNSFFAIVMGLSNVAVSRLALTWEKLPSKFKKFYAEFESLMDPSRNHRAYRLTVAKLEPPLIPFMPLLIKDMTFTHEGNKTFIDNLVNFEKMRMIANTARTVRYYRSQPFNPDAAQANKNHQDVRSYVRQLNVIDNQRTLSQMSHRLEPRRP
#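 Nucleotide exchange monitored as fluorescence drop when BODIPY-GDP leaves Rap1B. Reaction: 100 nM EPAC2, 250 nM RAP1B-BODIPY-GDP, 50 uM GDP, room temperature, kinetic read over 30 min. Activity expressed relative to 6.5 mM cAMP.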
# IL-2 act: qHTS of IL-2 Activators; IL-2 activation reporter assay, cell-based qHTS; stimulated with anti-CD3/CD4/CD28 beads; in transgenic mouse T cells; activation, % (series mostly up to about 46 µM); 360,000 tested, 0.065% active; in the data active = activation above about 50%; inconclusive = mostly about 30% to 49%; note: 0% is about no effect
#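 Unstimulated transgenic mouse T cells; 60-min compound exposure; bead-based TCR/CD4/CD28 stimulation; 18 h culture, 37 degrees C; dual fluorescence (EGFP, DsRed) plate cytometry.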
# PLK1 PBD inh: qHTS for Inhibitors of PLK1-PDB (polo-like kinase 1 - polo-box domain): Primary Screen; AID 720504, 2013; 360,000 tested, 2.8% active; Potency, µM, inactives show max response, negative = inhibition, actives largely listed as inhibitors; Serine/threonine-protein kinase PLK1 (Homo sapiens), P53350; Plk1 PBD binding of FITC phosphopeptide, fluorescence polarization; note: potency is the fitted concentration of half-maximal effect; series mostly up to about 57 µM; % is set by controls: 0 for no effect and ±100 for the full control effect; nearly all actives have a fitted effect of over 65% in size
# The depositor's hits bear a star; ? = inconclusive; nt = no result given; [ ] = another dose, or the depositor's remark. Unless noted, calls come from the whole dose curve; as a rule, active = well fitted curve in the direction sought with a large enough effect; inconclusive = small, poorly fitted or top-dose-only effect, or another doubt; inactive = no such curve, though single readings can be large; an effect the other way counts as inactive or inconclusive.
SMILES,EPAC1 antagonist,WRN inhibitor,PI5P4Ka inh,EPAC1 agonist,CCT modulator,EPAC2 ag,IL-2 act,PLK1 PBD inh
Cc1cccc(C)c1NC(=O)COC(=O)c1ccccc1Nc1ccccc1,3.4%,-4.8%,1.3,8.2%,2.4,5.4%,-0.6,-15.4%
Cc1nn(C(C)c2n[nH]c(=S)n2-c2ccc(F)cc2)c(C)c1[N+](=O)[O-] (stereo unspecified),-16.4%,-0.9%,nt,2.4%,-2.8,1.0%,0.4,-4.3%
Cc1ccc(C)c(N2CCN(C(=O)CCNC(=O)Cn3ccc4ccccc4c3=O)CC2)c1,-2.0%,-1.0%,nt,6.8%,-0.3,0.9%,-1.9,-6.7%
CCOCC(=O)Nc1ccccc1C(=O)OCC,9.3%,-14.0%,8.3,8.0%,-3.9,17.7%,0.5,-2.5%
CCc1ccc(C(=O)NN=C2CCCCCC2)s1,-13.1%,-1.0%,-3.3,14.9%,0.0,5.9%,-2.7,-9.5%
Cc1c(C(=O)N2CCCCCC2)oc2ccccc12,-1.8%,-5.4%,nt,5.1%,-1.6,2.7%,-0.8,-29.5%
Cc1ccc2sc(C)[n+](CCCS(=O)(=O)[O-])c2c1,18.3%,?,3.1,5.1%,-1.9,4.4%,1.1,-19.2%
O=C(CSc1nc2ccccc2c(=O)n1-c1ccccc1Cl)NC1CCS(=O)(=O)C1 (stereo unspecified),-14.5%,-3.3%,-5.9,-0.5%,0.7,7.1%,0.5,-3.2%
COCc1ccc(O)c2ncccc12,3.3%,9.1%,1.8,8.0%,3.2,8.9%,0.6,-5.1%
CC(=O)Nc1cccc(-c2ccnc3c2CC(C)(C(=O)Nc2ccc4c(c2)OCO4)O3)c1 (stereo unspecified),-4.7%,-8.0%,-3.7,5.5%,1.4,18.2%,-0.9,-3.9%
COCCNC(=O)C1(C)CCN(C(=O)c2oc3ccccc3c2C)C1 (stereo unspecified),-7.5%,3.4%,-0.8,0.9%,-1.3,8.0%,-0.5,-7.7%
O=C1COc2ccc(C(=O)COC(=O)c3ccccc3[N+](=O)[O-])cc2N1,15.7%,-8.6%,-5.8,-3.9%,0.5,-0.3%,0.3,-1.2%
CC1(C)Cc2c(c(N3CCOCC3)nc3sc(-c4ccc(C(=O)O)o4)c(N)c23)CO1,1.0%,-11.7%,1.7,-1.2%,-9.2,-6.1%,0.6,4.2%
O=C(COC(=O)CN1C(=O)COc2ccccc21)NC1CCCCC1,-2.5%,-29.2%,-2.3,4.7%,-2.2,4.5%,1.7,-8.3%
Cc1ccc2nc(CCc3ccc(N)cc3)[nH]c2c1,-14.5%,3.4%,-7.4,1.8%,-7.0,3.7%,-1.4,0.0%
CCc1ccc(N2CC(C(=O)Nc3ccc(F)cc3)CC2=O)cc1 (stereo unspecified),1.1%,-4.9%,-4.5,0.2%,-0.8,-2.2%,-4.7,1.4%
O=C1N=C(N2CCN(c3ccccc3)CC2)SC1Cc1ccccc1 (stereo unspecified),-7.0%,-7.6%,2.3,1.7%,-0.5,4.1%,-1.4,-2.1%
O=C(O)CCC(=O)N1N=C(c2ccc(Br)cc2)CC1c1cccc(Br)c1 (stereo unspecified),-21.3%,1.6%[57.1 µM],-2.5,8.6%,-1.3,0.5%,-0.5,-17.6%
O=C(CCCC(=O)OCC(Cl)=C(Cl)Cl)Nc1ccccc1F,8.7%,8.6%,-4.7,6.5%,-0.8,9.5%,-5.4,-11.0%
CC1Cc2ccccc2N1S(=O)(=O)c1cccc(C(=O)NNC(=O)c2ccccc2F)c1 (stereo unspecified),-1.0%,1.8%,-8.9,3.6%,-0.4,6.5%,0.5,0.1%

# 3 of the compounds above, with values under each structure.
# Results follow in this order: EPAC1 antagonist	WRN inhibitor	PI5P4Ka inh	EPAC1 agonist	CCT modulator	EPAC2 ag	IL-2 act	PLK1 PBD inh
> CCOCC(=O)Nc1ccccc1C(=O)OCC
  9.3%	-14.0%	8.3	8.0%	-3.9	17.7%	0.5	-2.5%
> CCc1ccc(C(=O)NN=C2CCCCCC2)s1
  -13.1%	-1.0%	-3.3	14.9%	0.0	5.9%	-2.7	-9.5%
> Cc1c(C(=O)N2CCCCCC2)oc2ccccc12
  -1.8%	-5.4%	nt	5.1%	-1.6	2.7%	-0.8	-29.5%

# Additional results follow:
SMILES,EPAC1 antagonist,WRN inhibitor,PI5P4Ka inh,EPAC1 agonist,CCT modulator,EPAC2 ag,IL-2 act,PLK1 PBD inh
COc1ccc(C(=O)Cn2c(C)nc([N+](=O)[O-])c2Br)cc1,-22.2%,3.1%,-10.9,1.7%,-0.5,13.6%,-5.5,-29.7%
CC(C)NC(=O)C(c1ccc(F)cc1)N(Cc1ccco1)C(=O)CCC(=O)Nc1ccccn1 (stereo unspecified),11.6%,-4.3%,6.5,3.8%,-0.6,1.7%,-1.8,-4.2%
O=C(Cn1c(=S)[nH]c2ccccc2c1=O)N1CCc2ccccc2C1,-26.7%,-9.9%,4.4,3.0%,0.6,3.4%,0.0,-7.5%
O=C(CNC(=S)N(CCCN1CCOCC1)Cc1cccs1)N1CCOCC1,-11.9%,-2.8%,11.6,11.6%,-2.1,14.5%,3.8,-2.2%
O=[N+]([O-])c1nn(-c2ccccc2)n(O)c1=NC1CCN(Cc2ccccc2)CC1,-23.1%,-7.8%,6.2,7.6%,-2.0,14.4%,-2.6,-9.1%
CSc1ccccc1NC(=S)N/N=C/c1cccn1Cc1cccc(C)c1,-10.3%,2.7%,-5.9,-3.8%,-3.0,9.0%,-3.2,0.0%
Cc1ccc(Cn2ccc(NC(=O)c3noc4c3CCCC4)n2)cc1,15.6%,-1.5%,nt,4.7%,1.3,-2.9%,-1.0,0.4%
CN(CC(=O)Nc1cccc(Cl)c1)C1=NS(=O)(=O)c2ccccc21,-3.7%,2.9%,5.5,-1.1%,2.7,0.6%,-0.8,3.4%
Cc1[nH]c2ccccc2c1-c1nc(N)sc1C,3.7%,2.9%,-4.2,-5.5%,-0.8,3.1%,-5.1,?
O=C(NC1CCCCC1)c1cc(C2CC2)nn1-c1ccccc1,-5.8%,-3.0%,11.9,6.8%,-5.5,10.0%,0.1,-5.9%
COc1ccc(NC(=O)CSc2ccc(NC(C)=O)cc2)cc1S(=O)(=O)N1CCOCC1,-3.1%,-5.3%,-6.5,4.6%,-3.1,10.8%,-0.4,?
CCOC(=O)C1=C(C)N(CCCC(=O)NCc2ccc3c(c2)OCO3)C(=O)NC1c1ccc(Br)cc1 (stereo unspecified),2.2%,1.6%,-14.2,11.4%,-1.1,2.2%,-0.5,-6.0%
CCN1CCN(S(=O)(=O)c2cc3c(cc2Cl)NC(=O)CO3)CC1,-6.1%,-3.8%,-15.7,-3.8%,-2.0,7.7%,-2.2,-11.3%
Cc1ccc(NC(=O)COC(=O)c2ccc([N+](=O)[O-])o2)cc1S(=O)(=O)N1CCCCCC1,5.6%,-4.3%,-1.1,-4.1%,0.4,2.6%,-2.0,-5.1%
COc1ccc(OC(C)C(=O)NCCc2nc3ccccc3[nH]2)cc1 (stereo unspecified),7.0%,-6.3%,-1.6,8.2%,-1.5,5.9%,3.9,-4.7%
Nc1nc(-c2ccccc2)c(-c2ccccc2)n1N,13.8%,-2.9%,0.5,10.2%,0.6,6.1%,0.6,6.9%
O=C(CSc1ccccc1)NCc1ccccc1,-16.1%,-2.6%,6.1,8.0%,0.4,7.7%,0.3,-10.6%
CCNc1nc(NCC)n2c(SC(C(=O)Nc3cc(C)ccc3OC)c3ccccc3)nnc2n1 (stereo unspecified),-28.0%,-21.4%,2.5,-7.2%,-2.5,-1.2%,-3.6,-18.4%
COC(=O)c1ccc(NC(=O)CS(=O)(=O)c2ccccc2)cc1,-3.5%,2.3%,-5.5,-11.5%,-2.7,-10.4%,0.4,0.2%
Cc1noc(C)c1COc1ccc(C(=O)N2CCN(S(=O)(=O)c3ccc(Cl)cc3)CC2)cc1,-15.2%,6.7%,9.7,2.4%,-2.4,-8.0%,2.5,-1.3%
Cc1cccn2c(=O)c(C=O)c(N3CCSCC3)nc12,6.0%,-0.5%,1.1,8.0%,0.7,8.5%,1.2,-0.4%
CCOC(=O)CCNC(=O)N1CCCC(C(=O)c2cc(C)c(OC)c(C)c2)C1 (stereo unspecified),5.1%,-9.1%,-10.4,-0.1%,-4.3,0.3%,-0.5,-11.3%
CC(=O)NCC1CCCN(C(=O)c2ccc(OC3CCN(Cc4ccccn4)CC3)cc2)C1 (stereo unspecified),7.2%,4.0%[57.1 µM],-1.7,-0.3%,-1.9,-0.3%,-0.8,6.4%
Cc1ccc2nc(NC(=O)C3CCN(S(=O)(=O)c4cnc[nH]4)CC3)sc2c1,?,-5.4%,6.3,-6.0%,-0.7,7.6%,-3.3,-15.2%
O=CN1CCN(C(=O)c2ccc([N+](=O)[O-])cc2)CC1,-0.1%,-0.5%,2.5,2.1%,2.0,-2.9%,-1.6,-0.9%
Cc1cccn2c(=O)c3cc(C#N)c(=O)n(-c4c(C)n(C)n(-c5ccccc5)c4=O)c3nc12,6.1%,4.5%,-3.2,1.0%,-0.6,1.7%,3.8,?
COc1ccccc1NC(=O)Nc1nc(CC(=O)Nc2cc(F)ccc2F)cs1,?,?,-52.2*,9.5%,-2.2,18.2%,-3.0,-6.1%
CCN(CC)c1ccc(S(=O)(=O)N2CCOCC2)cc1NC(=O)COC(=O)c1ccco1,-12.3%,-5.7%,1.4,5.7%,0.0,11.9%,1.4,-1.4%
COCCCNC(=O)CC1C[C@H](C(=O)N(C(C)C)C(C)C)[C@@]2(C)c3[nH]c4ccccc4c3CCN2C1=O (stereo partly specified),4.6%,11.0%,0.8,-9.5%,-2.6,0.5%,0.1,-0.9%

# Screening results as filed in PubChem BioAssay.

# The list is partial (hit frequency here may not be typical).
